DAGLB inh: diacylglycerol lipase beta (human) inhibition | HEK293T DAGLB membrane lysate, EnzChek fluorogenic substrate | inhibition, % at 5.17 µM | actives 0.059% (n = 340,000); in the data active = inhibition above about 34%;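 also: 0% = enzyme with vehicle and 100% = wells lacking enzyme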
PKA-R2B act: activators of human PKA-R2B complex; actives 0.079% (n = 340,000); AID 504700; P22694+P31323; PKA-R2B holoenzyme dissociation, Cy5-IP20 fluorescence polarization; R2B truncated from residue 108, S112A mutant; 0% DMSO only, 100% 113 µM cGMP; activation, % at 11.4 µM;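 active = activation above a cutoff set at the mean over all compounds plus 3 SD, cut at about 18% in these data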;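 also: higher means more holoenzyme dissociation and a rise in polarization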
Target sequence (P31323 whole entry, looked up, other chains not shown, the tested form may be a part): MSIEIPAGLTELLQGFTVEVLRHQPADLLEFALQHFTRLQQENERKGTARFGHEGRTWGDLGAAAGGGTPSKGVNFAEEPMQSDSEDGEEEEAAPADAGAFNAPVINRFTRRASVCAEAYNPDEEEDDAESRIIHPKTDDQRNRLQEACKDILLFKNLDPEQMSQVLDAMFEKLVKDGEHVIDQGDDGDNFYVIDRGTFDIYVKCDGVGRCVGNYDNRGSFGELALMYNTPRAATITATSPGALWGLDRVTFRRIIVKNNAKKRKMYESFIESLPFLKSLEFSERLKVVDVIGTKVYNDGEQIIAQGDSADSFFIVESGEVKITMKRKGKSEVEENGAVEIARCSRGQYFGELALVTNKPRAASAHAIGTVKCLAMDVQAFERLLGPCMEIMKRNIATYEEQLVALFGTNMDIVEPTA
DSG3 Ab inh: blocks pemphigus antibody binding to human desmoglein-3; DSG3-coupled beads, scFv-anti-DSG3-GFP binding, flow cytometry; active compounds read low; binding (percent of control), % at 10 µM; actives 0.48% (n = 310,000);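 active = binding more than 3 SD below its plate's average and above zero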;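 also: hits lower antibody fragment binding to DSG3; some compounds called inactive have numbers as strong as hits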
V-ATPase pHluor: alters yeast V-ATPase proton transport | S. cerevisiae, pHLuorin cytosolic pH fluorescence | response, % at 10 µM | actives 0.37% (n = 350,000); in the data active = response mostly above about 7.3%, no sharp cut-off; inactive = mostly below about 5.4%; also: actives read high; inactives centre near 0; some compounds called inactive have numbers as strong as hits; reference of the scale not given here
Arrestin-AP2 inh: inhibitors of human beta-arrestin and AP2 interaction; inhibition, % at 10 µM; FITC-arrestin peptide / GST-AP2 beads, flow cytometry; AP2 beta2 appendage carries R879A mutation; AID 504490; actives 0.31% (n = 340,000);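 active = inhibition above a set limit, near 3 SD of compounds lacking own fluorescence, cut at about 54% in these data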;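 also: plate controls were DMSO wells for no effect and 5 µM unlabelled arrestin peptide for full effect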
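System: GST-AP2 R879A glutathione beads; medium: PBS, Tween 20 0.05%, BSA 0.1%; reagent: fluorescein-tagged arrestin peptide at 50 nM final; schedule: pre-incubation 12 min, peptide binding 1 h, room temperature; detection: flow cytometry, FL1 (488/535 nm); read-out: inhibition as reduced fluorescein signal on beads, percent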
HTR5A inv ctr: HTR5A inverse agonism, opioid heterodimer counter-screen. actives 0.083% (n = 340,000). P47898. AID 504634. HTR5A cell line, luminescence. inhibition, % at 9.3 µM; in the data active = inhibition mostly above about 23%, no sharp cut-off; inactive = mostly below about 18%;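 also: 0% = cells with DMSO and 100% = no-cell wells with DMSO; some compounds called inactive have numbers as strong as hits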
Target sequence (P47898 whole entry, looked up): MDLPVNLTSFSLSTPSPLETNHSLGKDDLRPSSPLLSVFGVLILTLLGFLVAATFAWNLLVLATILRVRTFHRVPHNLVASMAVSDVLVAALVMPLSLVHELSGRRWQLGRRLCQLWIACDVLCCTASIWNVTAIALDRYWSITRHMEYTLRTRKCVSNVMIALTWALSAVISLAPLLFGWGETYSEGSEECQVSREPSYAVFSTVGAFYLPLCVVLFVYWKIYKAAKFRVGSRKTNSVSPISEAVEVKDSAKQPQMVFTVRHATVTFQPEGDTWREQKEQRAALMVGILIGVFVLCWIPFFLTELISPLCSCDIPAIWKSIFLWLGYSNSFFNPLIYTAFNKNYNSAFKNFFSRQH
MOR-DOR ag: agonists of human mu-delta opioid receptor heterodimerization; P35372+P41143; cells, OPRM1-OPRD1 heterodimerization, luminescence; actives 0.3% (n = 340,000); AID 504326; activation, % at 9.3 µM; in the data active = activation above about 18%;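 also: 0% = vehicle-treated cells and 100% = reference agonist; values of inactives mirror those of a sister screen read the other way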
MOR-DOR inv ag: inverse agonist of human OPRM1-OPRD1 heterodimerization. P35372+P41143. cell-based MOR-DOR heterodimer luminescence, inverse agonism. inhibition, % at 9.3 µM. actives 0.21% (n = 340,000). AID 504357; in the data active = inhibition above about 22%, passing the limit was not always enough;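 also: 0% = cells with DMSO and 100% = wells without cells with DMSO; values of inactives mirror those of a sister screen read the other way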
HTR5A ag ctr: counter-screen for OPRM1-OPRD1 agonists: human HTR5A agonism; activation, % at 9.3 µM; HTR5A agonist assay, luminescence, cell-based; actives 0.61% (n = 340,000); in the data active = activation mostly above about 9.5%, no sharp cut-off; inactive = mostly below about 7.6%;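 also: 0% = cells with vehicle only and 100% = reference agonist; strong numbers were not always called active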
PKA-R1A activ: activators of PKA-R1A complex. P00514+P68181. PKA-R1A dissociation, Cy5-IP20 fluorescence polarization; scaled: DMSO 0%, 113 µM cGMP 100%. activation, % at 11.4 µM. actives 0.083% (n = 340,000). AID 504707;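 active = percent activation above the mean of all tested compounds plus 3 SD, cut at about 19% in these data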;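 also: higher means more PKAc released from R1A so a rise in polarization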
An asterisk follows results filed as active; / = no result given.

Preview, two compounds:
SMILES | DAGLB inh | PKA-R2B act | DSG3 Ab inh | V-ATPase pHluor | Arrestin-AP2 inh | HTR5A inv ctr | MOR-DOR ag | MOR-DOR inv ag | HTR5A ag ctr | PKA-R1A activ
CCCc1cc(=O)oc2cc(C)cc(OCC(=O)Nc3ccccn3)c12 | -2 | 0 | / | 4 | -18 | -12 | -2.4 | 12 | 3 | -5
CC(Cc1ccccc1)NC(=O)CCCN1C(=O)c2ccccc2C1=O (configuration not stated) | 0 | -2 | 98 | 0 | 9 | -8 | -2.4 | 14 | 2 | 0

Results (from the top)
SMILES | DAGLB inh | PKA-R2B act | DSG3 Ab inh | V-ATPase pHluor | Arrestin-AP2 inh | HTR5A inv ctr | MOR-DOR ag | MOR-DOR inv ag | HTR5A ag ctr | PKA-R1A activ
CCCc1cc(=O)oc2cc(C)cc(OCC(=O)Nc3ccccn3)c12 | -2 | 0 | / | 4 | -18 | -12 | -2.4 | 12 | 3 | -5
CC(Cc1ccccc1)NC(=O)CCCN1C(=O)c2ccccc2C1=O (configuration not stated) | 0 | -2 | 98 | 0 | 9 | -8 | -2.4 | 14 | 2 | 0
O=C(CC(=O)c1ccccc1)Nc1ccccn1 | 1 | 9 | 122 | 4 | -2 | -1 | -1.3 | 7 | 0 | 0
N#Cc1ccccc1COC(=O)c1cccnc1N | -3 | 1 | 109 | -2 | 7 | 38 | -0.7 | 3 | -6 | -2
CN1C(=O)/C(=C/c2cccc(Cl)c2)Sc2ccc(C(=O)N3CCOCC3)cc21 | -2 | -5 | 102 | -2 | 28 | 3 | -2.8 | 15 | -1 | -6
CC(C)(Oc1ccc(Cl)cc1)C(=O)NC1CCCCC1 | -4 | -11 | 98 | 0 | -3 | -1 | -1.8 | 10 | 10 | -7
COc1ccccc1C(=O)Nc1c(C(=O)N(CCN(C)C)Cc2ccco2)oc2ccccc12 | -3 | -1 | 107 | -2 | 3 | -15 | 5.9 | -30 | 3 | -2
Cc1cc(C(C)(C)C)cc(CN2CCN(S(=O)(=O)c3cccs3)CC2)c1O | 1 | 2 | 100 | -2 | / | / | / | / | / | 0
O=C1CCc2ccccc2O1 | -2 | -1 | 97 | 0 | 3 | 3 | -2.1 | 10 | 2 | 11
CCOC(=O)N1CCC(NC(=O)CS(=O)(=O)Cc2nc(-c3ccccc3Cl)oc2C)CC1 | 2 | 2 | 105 | 3 | 20 | -5 | -3.1 | 16 | 0 | 2
CCCc1nc2ccccc2c(=O)n1/N=C/c1ccccc1O | 3 | 0 | 100 | -2 | -3 | -18 | 1.9 | -11 | 2 | -14
CCC(C)c1ccccc1N1CC(C(=O)Nc2ccc(S(=O)(=O)N3CCOCC3)cc2)CC1=O (configuration not stated) | -3 | -11 | 102 | -3 | 6 | -16 | 3.7 | -24 | 5 | -9
O=C(NC1CCN(Cc2ccccc2)CC1)c1cccc(OC(F)F)c1 | 0 | -3 | 115 | -3 | -6 | 5 | 0.0 | 0 | -1 | -3
COc1ccccc1CC(=O)N1CCN(c2ccc([N+](=O)[O-])cc2)CC1 | 2 | -1 | 99 | -3 | -4 | -27 | -0.5 | 2 | 1 | -11
CC(C)CC(=O)Nc1ccccc1Oc1ccccc1 | -7 | -4 | / | -1 | -2 | -17 | -0.7 | 4 | -3 | 15
CCC1CN(C(=O)Nc2cccc(C)c2)c2cc(C)ccc2O1 (configuration not stated) | -7 | -6 | 101 | -1 | -1 | -13 | 5.6 | -28 | -1 | 2
COc1cccc(CNC(=S)Nc2cc(C)cc(C)c2)c1 | 1 | 4 | 99 | -1 | 20 | 8 | -2.8 | 16 | -3 | 9
O=C(C1CCCN(Cc2cccc(Cl)c2)C1)N1CCCCC1 (configuration not stated) | 1 | 3 | 96 | -1 | -1 | -9 | -0.6 | 3 | 2 | -16
Cc1ccc(S(=O)(=O)N(C)CC(=O)OCC(=O)NCCN2C(=O)CSC2=O)cc1 | -4 | -11 | 97 | 8 | 2 | 7 | -0.1 | 0 | -3 | -7
O=[N+]([O-])c1ccc(S(=O)(=O)Nc2cccc(-c3ccc(N4CCCC4)nn3)c2)cc1 | 2 | -12 | 96 | -1 | -2 | 6 | 3.7 | -24 | -2 | -5
COc1cccc(OC)c1C(=O)Nc1ccc(N2CCN(C(=O)c3cccs3)CC2)cc1 | -1 | -7 | 110 | -4 | 19 | 0 | -3.4 | 18 | 7 | -2
COc1ccc(NC(=O)/C(N=Nc2cccc(S(=O)(=O)Nc3ccc(SC(F)F)cc3)c2)=C(\C)O)cc1 | 2 | -15 | 100 | 1 | 18 | -4 | -1.0 | 5 | 1 | -16
COc1ccc(OCCOC(=O)c2ccc(F)c(S(=O)(=O)N3CCOCC3)c2)cc1 | -6 | -9 | 95 | 0 | 24 | -30 | 1.0 | -4 | 0 | -2
CCOC(=O)CNC(=O)CSc1nnc(-c2ccco2)n1N | 0 | -8 | 97 | -1 | 1 | -5 | -0.8 | 4 | 3 | -6
COC(=O)c1c(NC(=O)CSc2nncs2)sc2c1CCCCC2 | -1 | -8 | 97 | 0 | 11 | -6 | -2.3 | 13 | 2 | 2
FC(F)(F)c1nc(NCc2cccnc2)c2ccccc2n1 | 2 | -13 | 112 | 0 | 33 | 17 | 1.1 | -6 | -2 | -4
COc1ccccc1N(CC(O)CN1CCOCC1)S(=O)(=O)c1ccccc1 (configuration not stated) | -1 | 0 | 119 | -5 | 16 | -8 | -0.3 | 2 | -2 | -2
O=C(CCC(=O)c1ccc(F)cc1)Nc1cccnc1 | -3 | -4 | 101 | 0 | 2 | 5 | -2.7 | 11 | -2 | -15
C=CCN1C(=O)C(CC(=O)NCC)SC1=Nc1cc(Cl)ccc1Cl (configuration not stated) | -3 | -9 | 96 | 0 | 7 | 2 | -1.0 | 5 | -3 | -2
Cc1cccc(/C=C(\C(=O)O)c2ccc(S(=O)(=O)N3CCCC3)s2)c1 | 4 | 0 | 125 | -4 | 8 | -8 | -2.4 | 12 | 2 | 11
COc1ccccc1NC(=O)C(C)Sc1nnnn1C (configuration not stated) | -4 | 5 | 105 | -3 | -6 | -17 | -1.2 | 7 | -1 | 7
COc1ccc(OC)c(-c2nnc(SCC(=O)N3CCCC3)o2)c1 | 0 | -6 | / | 1 | -18 | -3 | -0.3 | 2 | 11 | -6
Cc1cc(C)c(OCCCCn2cnc3ccccc3c2=O)c(C)c1 | -7 | 11 | 98 | 3 | -8 | -6 | 4.0 | -21 | 2 | 4
Cc1ccc(CNC(=O)CCCn2nc(C)c3c(C)n(-c4ccccc4)nc3c2=O)cc1 | 3 | 2 | 99 | 0 | 23 | -5 | -0.4 | 2 | -4 | 9
O=C(NC1CCCCC1)C(c1ccncc1)N(Cc1ccc2c(c1)OCO2)C(=O)C(F)(F)F (configuration not stated) | 2 | 2 | 131 | -10 | 1 | -37 | -0.7 | 4 | 1 | 4
CS(=O)(=O)N1CCC(C(=O)NCc2ccc(Cl)cc2)CC1 | -1 | -14 | 96 | -2 | 12 | 2 | -2.6 | 13 | -1 | 7
CC(=O)Nc1ccc(OCc2ccc(S(=O)(=O)Cc3ccccc3)cc2)cc1 | 1 | 7 | 102 | 2 | -5 | 2 | -0.9 | 5 | 3 | -6
Cc1ccc(C(=O)CCC(=O)Nc2ccccc2F)cc1 | -5 | 2 | 96 | 0 | 3 | 14 | -0.5 | 2 | -4 | 1
CCN(CC)CCCNC(=O)c1cc2nc(-c3ccccc3)cc(C(F)(F)F)n2n1 | 0 | -9 | 121 | -3 | 5 | 4 | -1.3 | 6 | -1 | -11
COc1ccc(CCn2nnnc2C(C(C)C)N2CCN(c3ncccn3)CC2)cc1OC (configuration not stated) | -2 | 3 | / | -4 | 18 | -19 | -0.7 | 4 | 0 | 1
CC(=O)Nc1ccccc1C(=O)C(=O)O | -1 | 3 | 100 | 0 | 1 | 7 | -6.5 | 37* | -3 | -15
Cc1ccc(O)c(C(=O)/C=C/c2ccc3c(c2)OCCO3)c1 | -5 | -5 | 101 | 1 | -2 | -38 | -1.1 | 5 | 16* | -19
COc1ccc(Cl)cc1N1C(=O)C2CCCN2C1c1ccccc1F (configuration not stated) | -2 | 8 | 107 | 4 | 5 | 10 | -2.8 | 14 | -4 | 11
O=C(Nc1ccc2[nH]c(=O)[nH]c2c1)c1cc(F)c(F)cc1Cl | 0 | 2 | 103 | -2 | -7 | 0 | -2.4 | 13 | 0 | -4
CCOC(=O)c1nn(-c2ccccc2)c(=O)cc1OCC(=O)Nc1cccc(OC)c1 | -4 | -17 | 103 | 2 | 26 | -12 | -0.7 | 4 | 5 | -6
Cc1cn([C@H]2C[C@H](O)[C@@H](CNCc3cnc(N4CCOCC4)s3)O2)c(=O)[nH]c1=O | -2 | -8 | 111 | -1 | / | / | / | / | / | -17
CC(C)=CC(=O)Nc1ccc(Br)cc1 | -3 | -4 | 99 | 2 | -9 | -30 | 2.3 | -14 | 11 | 1
CCC(C(=O)N1CCN(Cc2ccc3c(c2)OCO3)CC1)n1nnc2ccccc2c1=O (configuration not stated) | 0 | 1 | 99 | 1 | / | / | / | / | / | 4
COC(=O)CCN(C(=O)c1ccc(OC(C)=O)cc1)c1ccccn1 | -4 | 1 | 103 | 0 | 6 | -7 | -0.8 | 4 | 2 | -5
COc1ccc(CNC(=O)CCc2ccc(S(=O)(=O)N3CCCCCC3)cc2)cc1 | -1 | -7 | 104 | -2 | -10 | -1 | 0.3 | -1 | 0 | -14
C#CCOCCOCCOCCNc1nc(N2CCN(C(=O)[C@H](CCC(=O)O)n3cc(C(N)CO)nn3)CC2)nc(N2CCN(C(=O)[C@H](CCC(=O)O)n3cc(C(N)[C@H](C)CC)nn3)CC2)n1 (some centres not stated) | 2 | -6 | 99 | -2 | -4 | 14 | -2.3 | 13 | 8 | -10
COc1ccc(CN2C(=O)C(=O)N(CC(N)=O)C2=O)cc1 | -1 | 4 | 103 | 2 | -5 | 10 | 0.1 | 0 | -4 | -10
COc1ccc(NC(=O)CCNS(=O)(=O)c2cccc3nonc23)cc1Cl | 1 | -12 | / | -1 | 0 | -6 | -2.1 | 13 | -3 | 6
CC(C)Cc1nc(N2CCCCC2)c(C#N)c2c1CCC2 | -3 | -1 | 106 | 6 | -1 | -23 | -0.1 | 1 | 2 | -1
CC(=O)NCC1CCN(C(=O)C2CCC(=O)N(CCc3cccc(F)c3)C2)CC1 (configuration not stated) | -2 | -7 | / | -3 | -12 | -14 | -2.5 | 14 | -2 | -8
CC(C)C(=O)Nc1ccc(C(=O)NNC(=O)CCCOc2ccc(Cl)cc2Cl)cc1 | 3 | 10 | 98 | -2 | 1 | -11 | 0.8 | -4 | 6 | 5
COc1ccccc1-c1ccc(=O)n(CC(=O)NCc2ccco2)n1 | 1 | -17 | 96 | -1 | 5 | -2 | -1.9 | 9 | 1 | -16

Hits appear at their usual frequency; any-hit rate near 2.4%.
